Source: PubChem BioAssay (National Center for Advancing Translational Sciences (NCATS))
aSyn tox rescue = rescues yeast growth from alpha-synuclein toxicity. Potency, µM (highest dose often 46.1 µM), for the others: at the top dose growth rescue (activation), most hits filed as activators. 94,000 compounds, 0.02% hits. S. cerevisiae alpha-synuclein toxicity rescue, BacTiter-Glo growth, 24 h; active = well fitted activation curve with a large enough effect; inconclusive = small, poorly fitted or top-dose-only effect; also: 0% is about no effect
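Growth restoration measured by BacTiter-Glo luminescence after 24 hr at 30 deg C; alpha-synuclein yeast, raffinose-pregrown to mid-log, were added at OD600=0.02 in galactose medium onto pinned compounds.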
Active calls of the source: *; ? = inconclusive. Potency is read from the fitted curve at half-maximal effect.

SMILES | aSyn tox rescue
COc1cc2c(cc1OC)C(c1cccc(Cl)c1)CC(=O)N2 (configuration not stated) | -3%
CC(C)(C)OC(=O)N1CCC(c2c(C(=O)NCc3ccc4c(c3)OCO4)cnn2-c2ccc(F)cc2F)CC1 | 12%
COc1ccc(-c2cnnn2-c2ccc([N+](=O)[O-])cc2)cc1 | 1%
O=C(Cn1c(=O)n(Cc2ccccc2)c(=O)c2oc3ccccc3c21)Nc1ccc(Cl)cc1 | 3%
COc1cc(CC(=O)Nc2ccc3nc(SC)sc3c2)cc(OC)c1OC | 2%
O=C(c1cnn(C(=O)c2cccc(S(=O)(=O)N3CCOCC3)c2)c1)c1cc(Cl)cc(Cl)c1O | -25%
N#Cc1ccc(C(=O)NCCCSc2ccccc2)cc1 | 14%
CCC(C)Oc1nc2c(c(=O)n(C)c(=O)n2C)n1C (configuration not stated) | 5%
Cc1ccc(C)c(N2N=C(C(=O)NCCN3C(=O)S/C(=C\c4cccnc4)C3=O)CCC2=O)c1 | 8%
Cn1c(N)c(C(=O)COC(=O)CCc2nc3ccccc3s2)c(=O)n(C)c1=O | 0%
CCCCN(CC)CCNC(=O)CCn1cnc2onc(-c3ccc(F)cc3)c2c1=O | 0%
COc1ccc(NC(=O)CSc2nc(-c3ccc(OC)cc3)cc(=O)[nH]2)cc1 | -3%
O=C(CCN1C(=O)/C(=C/c2ccccc2Cl)SC1=S)NC1=NCCS1 | 13%
Cc1ccc[n+](-c2nc([O-])sc2C=O)c1 | -1%
CCCCN(CC)CCNC(=O)c1cc2c(=O)oc3ccc(C)cc3c2s1 | ?
CC1CCN(c2nc3ccc(C(=O)NCCc4ccc(S(N)(=O)=O)cc4)cc3s2)CC1 | 4%
O=C1c2ccccc2CSc2c(O)cccc21 | 5%
Cc1nc(CC(=O)Nc2cc(Cl)ccc2C)cs1 | 0%
O=C(Cn1c(=O)n(-c2ccccc2Cl)c(=O)c2sc3ccccc3c21)NC1CCCC1 | 3%
CC(C)(C)c1ccc(C(=O)NCC(c2ccco2)S(=O)(=O)c2ccccc2)cc1 (configuration not stated) | -11%
COC(=O)c1ccc(NC(=O)C(=O)NCCc2csc(-c3ccc(C(F)(F)F)cc3)n2)cc1 | 6%
CCOC(=O)C1=C(CNCc2ccccc2)NC(=O)NC1c1ccc(C)cc1 (configuration not stated) | 4%
COc1ccc(C(=O)N2CCCCC2CCN2CCCCC2)cc1 (configuration not stated) | 6%
Cc1ccc(NC(=O)Cn2ccc(=O)[nH]c2=O)cc1 | 8%
Cc1ccc(C(=O)NC(C)c2ccc(-n3ccnc3)cc2)cc1 (configuration not stated) | 2%
CC(C)CCn1nnc2sc(-c3ccccc3)cc2c1=O | 5%
CCOc1ccc(-c2nnc(SCC(=O)NC(C)CC)nc2-c2ccc(OCC)c(OC)c2)cc1OC (configuration not stated) | 1%
Cn1c(=O)n(C)c2cc(NS(=O)(=O)c3ccc(C(C)(C)C)cc3)c(NCc3ccccc3)cc21 | -1%
COc1ccc(NC(=O)c2ccc3nc(C(C)C)oc3c2)cc1OC | 4%
Cc1ccccc1NC(=O)CN1C(=O)S/C(=C\c2ccc(-c3cccc(C(=O)O)c3C)o2)C1=O | 8%
CCc1ccc(N(C(=O)c2csnn2)C(C(=O)NC2CCCCC2)c2ccncc2)cc1 (configuration not stated) | 2%
CC1C(c2ccccc2)OCCN1C(=S)NC(=O)c1ccccc1 (configuration not stated) | 6%
COc1ccc(C(=O)NCCc2sc(-c3ccc(Cl)cc3)nc2C)c(OC)c1 | -6%
Cc1ccc(S(=O)(=O)N(C)c2ccc(OCC(=O)N3CCCC(C(F)(F)F)C3)cc2)cc1 (configuration not stated) | 2%
CC(C)CCNCC1OCc2ccccc2CO1 | 3%
CC1CN(S(=O)(=O)c2ccccc2)CN1C(=O)N1CCOCC1 (configuration not stated) | 2%
COc1cc(NC(=O)c2c(F)cccc2F)c(Cl)cc1Cl | -4%
COc1ccc(-n2nnnc2SCC(=O)NC2CCCC2)cc1OC | -4%
Cc1ccc(NC(=O)c2cc(S(=O)(=O)NCC3CCCO3)ccc2F)cc1 (configuration not stated) | 5%
CCc1ccccc1NC(=O)c1cc(S(=O)(=O)N2CCCc3ccccc32)ccc1F | 7%
CC(OC(=O)C1CC(=O)N(Cc2ccccc2)C1)C(=O)Nc1ccccc1[N+](=O)[O-] (configuration not stated) | -2%
CCOC(=O)C1(Cc2ccccc2C(F)(F)F)CCN(C2CCC2)CC1 | -7%
Cc1ccc(N2C(=O)CSC23C(=O)N(CC(=O)Nc2ccccc2F)c2ccccc23)cc1C (configuration not stated) | 11%
CN(C1CCCCC1)S(=O)(=O)c1ccc2c(c1)c(=O)c(C(=O)N1CCN(c3ccccc3)CC1)cn2C | 3%
COc1ccc(S(=O)(=O)NCC(c2cccs2)S(=O)(=O)c2ccccc2)cc1OC (configuration not stated) | 4%

Shown with each value named: entries from further up.
canonical_smiles: CCc1ccccc1NC(=O)c1cc(S(=O)(=O)N2CCCc3ccccc32)ccc1F
  aSyn tox rescue = 7%

canonical_smiles: CC(OC(=O)C1CC(=O)N(Cc2ccccc2)C1)C(=O)Nc1ccccc1[N+](=O)[O-] (configuration not stated)
  aSyn tox rescue = -2%

canonical_smiles: CCOC(=O)C1(Cc2ccccc2C(F)(F)F)CCN(C2CCC2)CC1
  aSyn tox rescue = -7%

canonical_smiles: Cc1ccc(N2C(=O)CSC23C(=O)N(CC(=O)Nc2ccccc2F)c2ccccc23)cc1C (configuration not stated)
  aSyn tox rescue = 11%

The results go on:
SMILES | aSyn tox rescue
Cc1ccccc1CSc1cn(CC(=O)N2CCCCC2)c2ccccc12 | 5%
COc1cccc(C2=CC(c3ccc(OC)c(OC)c3OC)n3ncnc3N2)c1 (configuration not stated) | 3%
CCOC(=O)N1CCN(C(c2ccc(Cl)cc2)c2sc3nc(C)nn3c2O)CC1 (configuration not stated) | -3%
Cc1cccc(C)c1NC(=O)CN1CCN(C(=O)C2CCC2)CC1 | 5%
CCN(CC)S(=O)(=O)c1ccc(C(=O)Nc2nc3ccc(Cl)cc3s2)cc1 | 0%
CC(=O)N/N=C(\C)CC(=O)Nc1cccc2c1CCCC2 | -8%
O=C(/C=C/c1ccccc1)Nc1nc2n(n1)C(c1ccc(Cl)cc1)C=C(c1ccccc1)N2 (configuration not stated) | 7%
COc1ccccc1Oc1ccnc2cc(Cl)ccc12 | -9%
Cc1ccsc1/C=N/NC(=O)Cc1ccc([N+](=O)[O-])cc1 | 9%
COc1cccc(OCc2cc(C(=O)N(C)C3CCCCC3)no2)c1 | 11%
Cc1cc(C)cc(NC(=O)c2cc3c(=O)n(Cc4ccco4)ccc3nc2C)c1 | 15%
Cc1ccc(C)c(-n2nnc(-c3nc(-c4ccc(Cl)cc4)no3)c2N)c1 | 2%
COc1ccc(OCC(=O)OCc2cc(=O)n3cc(C)sc3n2)cc1 | 12%
CC(=O)N1CCN(Cc2nc3cc(NC(=O)c4cccs4)ccc3n2C)CC1 | -4%
O=C1CC(N2CCN(c3ccccc3)CC2)C(=O)N1c1ccc2c(c1)OCO2 (configuration not stated) | 15%
Cc1cc(C)c2nc(C)cc(Nc3cccc(C(=O)O)c3)c2c1 | -6%
Cc1cccc(C(=O)Oc2ccc(/C=N/NC(=O)Cc3ccc([N+](=O)[O-])cc3)cc2)c1 | 1%
Cc1ccc(-n2c(=O)c3c(C)c(C)sc3n(CC(=O)NCc3ccccc3)c2=O)cc1C | 7%
CN1CCN(C(=O)Nc2cccc(Cl)c2)c2cccnc21 | 1%
COc1cccc2cc(-c3nc4ccc(C)cc4[nH]3)c(=O)oc12 | 30%
Cn1c(SCc2ccccc2)nnc1-c1c[nH]c2ccccc12 | 4%
NNc1nc2c(-c3ccc(F)cc3)nnn2c2ccccc12 | 17%
Cc1c(C(=O)NCCc2ccc(Cl)cc2)sc2nc3n(c(=O)c12)CCCC3 | -3%
COC(=O)c1nnn(CC(=O)Nc2c(C)cccc2C)c1N | 6%
CSC1=NCCN1CCOc1ccccc1 | 9%
Cc1csc(=O)n1CCC(=O)OCC(=O)Nc1ccc(N2CCOCC2)cc1 | -5%
CCC(C)NC(=O)Cn1c(=O)n(-c2ccc(C)cc2)c(=O)c2ccccc21 (configuration not stated) | 2%
O=C1NC(=O)c2cc(Br)cc3cccc1c23 | 5%
COc1ccc(C(C(=O)NC2CCCC2)N(C(=O)c2ccco2)c2ccccc2C(C)=O)cc1OC (configuration not stated) | -3%
Cc1ccnc(NC(=O)CC(NC(=O)c2ccccc2Cl)c2ccccc2)c1 (configuration not stated) | 2%
Cc1cc(C(=O)CN2C(=O)NC3(CCCCC3)C2=O)c(C)n1-c1ccc2c(c1)OCO2 | 18%
CCn1c(CNC(=O)c2ccc(OC)cc2)nnc1SCC(=O)Nc1ccc(F)cc1 | -14%
Cc1ccc(C)c(NC(=O)COC(=O)Cc2ccsc2)c1 | 8%
Cc1ccc(NC(=O)C2CCC(CNS(=O)(=O)c3cccc4nsnc34)CC2)c(Cl)c1 (configuration not stated) | 4%
Cn1c(=N)n(CC(=O)c2ccccc2)c2ccccc21 | -7%
C/C(=N\NC(=O)c1ccccc1F)c1ccc(C#N)cc1 | -11%
Cc1ccc(Cc2c(C)nc3nc(SCC(=O)NCCCN4CCOCC4)nn3c2C)cc1 | 6%
O=C(NCc1cccnc1)C(=O)NCC1OCCCN1S(=O)(=O)c1cc(F)ccc1F (configuration not stated) | 12%
O=C(COC(=O)c1cccc(S(=O)(=O)N2CCCC2)c1)Nc1ccc(Cl)cc1 | 14%
CCOC(=O)c1ccccc1NC(=O)c1cc2ccc3cccnc3c2[nH]1 | -14%
COCCCN1C(=O)C(CC(=O)NCC2CCCCC2)CC(C(=O)N(C)C)=C1C (configuration not stated) | 3%
O=C(Oc1coc(CSc2ncccn2)cc1=O)c1ccc(Br)o1 | ?
O=C(NC1CCN(C(=O)NCc2ccccc2)CC1)c1cccc(F)c1 | 1%
CC1CCN(c2nc(/C=C/c3ccccc3)nc3ccccc23)CC1 | -15%
CCCNC(=O)c1ccccc1NC(=O)c1nsc2ccccc12 | -17%

Laid out differently: 2 of the compounds above.
> O=C(Oc1coc(CSc2ncccn2)cc1=O)c1ccc(Br)o1
  aSyn tox rescue: ?
> O=C(NC1CCN(C(=O)NCc2ccccc2)CC1)c1cccc(F)c1
  aSyn tox rescue: 1%

Further structures.
SMILES | aSyn tox rescue
COc1ccc(S(=O)(=O)NNC(N)=S)cc1 | 10%
CN(C)c1ccc(CN(Cc2ccco2)C(=O)c2ccc(F)cc2)cc1 | 2%
CCc1ccc(NC(=O)c2sc3nc(C)c(Cl)c(C)c3c2N)cc1 | -6%
COc1ccc2oc(C(=O)OCC(=O)Nc3cccc(S(=O)(=O)N4CCOCC4)c3)c(C)c2c1 | 2%
COc1ccc(NC(=O)c2sc3nc(C)c(C(=O)Nc4ccc(C)cc4C)c(-c4ccc(C)o4)c3c2N)cc1 | 2%
O=C(Nc1ccc(-c2ccc(N3CCCCC3)nn2)cc1)c1ccco1 | -9%
COc1cccc(OCc2nc3ccccc3n2CCOc2ccc(C)cc2)c1 | ?
COc1ccc(C(CC(=O)Nc2ccccn2)N2Cc3ccccc3C2=O)cc1OC (configuration not stated) | 9%
Cc1ccc(C)c(Cn2c(=O)n(-c3ccccc3)c(=O)c3c4c(sc32)CCCC4)c1 | 6%
COc1ccc(-n2ncc(C(=O)N3CCN(c4cc(C)ccc4C)CC3)c2C2CCN(C(=O)OC(C)(C)C)CC2)cc1 | 3%
CCc1ccc(NC(=O)Cn2ccn(Cc3ccccc3OC)c(=O)c2=O)cc1 | 4%
COc1ccc(CCNC(=O)c2ccc3c(Cl)c4c(nc3c2)CCCC4)c(OC)c1 | 3%
O=C(CSc1n[nH]c(=O)[nH]c1=O)c1ccc(Cl)cc1Cl | 2%
COc1cccc(NC(=O)CSc2nc3cc(OC)c(OC)cc3c3nc(-c4ccccc4)nn23)c1 | -10%
CN(C)c1cccc(C(=O)Nc2ccc(-c3nc4ccccc4s3)cc2)c1 | -20%

Molecules above containing a CF3 group:
SMILES | aSyn tox rescue
COC(=O)c1ccc(NC(=O)C(=O)NCCc2csc(-c3ccc(C(F)(F)F)cc3)n2)cc1 | 6%
Cc1ccc(S(=O)(=O)N(C)c2ccc(OCC(=O)N3CCCC(C(F)(F)F)C3)cc2)cc1 (configuration not stated) | 2%
CCOC(=O)C1(Cc2ccccc2C(F)(F)F)CCN(C2CCC2)CC1 | -7%

Later entries
SMILES | aSyn tox rescue
Cc1ccc(NC(=O)C(=O)NCC(c2ccc3c(c2)OCO3)N2CCN(c3ccccc3)CC2)cc1 (configuration not stated) | -1%
CCCNC(=O)C(Cc1ccccc1)NS(=O)(=O)c1ccc2c(c1)c(=O)n(C)c(=O)n2C (configuration not stated) | 1%
CCOC(=O)c1cnc2ccccc2c1Nc1ccc(N2CCOCC2)cc1 | 5%
COC(=O)c1ccccc1NC(=O)C1CCN(C(=O)N2CC(C)Oc3ccccc32)CC1 (configuration not stated) | -10%
COc1cccc(C2=CC(c3ccccc3F)n3ncc(C(=O)Nc4ccc(C)cc4)c3N2)c1 (configuration not stated) | 16%
COCCNC(=O)COc1ccc(N(C)S(=O)(=O)c2ccc3ccccc3c2)cc1 | 8%
Cc1oc2ncn(C)c(=O)c2c1C(=O)N1CCN(c2ccc(Cl)cc2)CC1 | 0%
CCc1nnc(NC(=O)C(=O)c2cc(C)n(-c3ccccc3)c2C)s1 | -10%

A few values from above:
aSyn tox rescue, Cc1oc2ncn(C)c(=O)c2c1C(=O)N1CCN(c2ccc(Cl)cc2)CC1 reads 0%
aSyn tox rescue, CCOC(=O)c1cnc2ccccc2c1Nc1ccc(N2CCOCC2)cc1 reads 5%
aSyn tox rescue, COc1cccc(C2=CC(c3ccccc3F)n3ncc(C(=O)Nc4ccc(C)cc4)c3N2)c1 (configuration not stated) reads 16%

A portion of the library; rates above refer to the full screens.
